MBD2 inh: blocks human MBD2 binding to methylated DNA; Q9UBB5; 370,000 tested, 0.31% active; inhibition, % at 4.4 µM; TR-FRET, MBD2 binding to methylated oligonucleotide; in the data active means inhibition above about 13%
Target sequence (Q9UBB5 whole entry, looked up): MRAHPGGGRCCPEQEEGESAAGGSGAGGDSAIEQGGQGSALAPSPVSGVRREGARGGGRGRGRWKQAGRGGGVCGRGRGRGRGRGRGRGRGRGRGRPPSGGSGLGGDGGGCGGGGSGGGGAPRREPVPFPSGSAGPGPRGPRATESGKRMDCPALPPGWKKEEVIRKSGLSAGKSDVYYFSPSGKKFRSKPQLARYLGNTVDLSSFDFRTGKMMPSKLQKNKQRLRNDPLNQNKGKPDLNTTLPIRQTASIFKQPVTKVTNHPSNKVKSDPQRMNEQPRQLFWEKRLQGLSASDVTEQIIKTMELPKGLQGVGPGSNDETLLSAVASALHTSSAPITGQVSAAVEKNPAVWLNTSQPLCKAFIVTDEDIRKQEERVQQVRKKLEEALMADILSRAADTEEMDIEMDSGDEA
DAX1 inh-1: DAX1 (NR0B1) inhibition, primary screen; HEK293T StAR-luciferase reporter, SF-1/DAX-1 repression relief; inhibition, % at 6.8 µM; 370,000 tested, 1.1% active; AID 652010;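 active means inhibition above the mean over all tested compounds plus 3 SD, cut at about 3.6% in these data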;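 further: 0% = DAX-1 cells with DMSO and 100% = cells lacking DAX-1 with DMSO; higher inhibition means more luminescence from relief of DAX-1 repression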
hcDAF12 agonist: activators of H. contortus DAF-12 nuclear receptor; activation, % at 6.8 µM; HEK293 hcDAF-12 lit1-tk-luc reporter, luminescence; 0% DMSO, 100% Δ7-dafachronic acid; 370,000 tested, 1.4% active;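 active means activation above the mean of all tested compounds plus 3 SD, cut at about 5.5% in these data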;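 further: 100% = response to 3 µM Δ7-dafachronic acid high control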
DAX1 inh-2: inhibits human nuclear receptor DAX1 | P51843 | HEK293 Gal4-DAX1 luciferase reporter, luminescence | inhibition, % at 6.75 µM | 340,000 tested, 0.99% active | AID 504766;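 active means inhibition above the mean over all tested compounds plus 3 SD, cut at about 4.2% in these data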;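 further: 0% = DAX1-transfected cells with DMSO and 100% = empty-vector control cells with DMSO; inhibition shows as a rise in luminescence from relieved DAX1 repression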
Target sequence (P51843 207-470 limits assumed): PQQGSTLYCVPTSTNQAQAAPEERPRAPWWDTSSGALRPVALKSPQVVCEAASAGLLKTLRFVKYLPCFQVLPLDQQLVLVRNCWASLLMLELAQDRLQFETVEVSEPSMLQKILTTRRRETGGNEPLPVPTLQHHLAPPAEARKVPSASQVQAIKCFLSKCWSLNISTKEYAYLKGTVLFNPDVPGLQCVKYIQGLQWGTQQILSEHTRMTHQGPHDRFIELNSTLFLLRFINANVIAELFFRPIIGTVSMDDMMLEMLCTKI
PLCg1 inh: inhibitors of human phospholipase C gamma1. P19174. purified PLC-gamma1, fluorogenic substrate, fluorescence. inhibition, % at 12.2 µM. 370,000 tested, 0.84% active. AID 720700; in the data active means inhibition above about 9.5%
ssDAF-12 act: activators of S. stercoralis DAF-12 nuclear receptor | AID 652126 | 370,000 tested, 1% active | HEK293 ssDAF-12/GRIP1 lit1-tk-luc reporter, luminescence; % of 3 µM dafachronic acid response | activation, % at 6.8 µM;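 active means activation above the mean over all tested compounds plus 3 SD, cut at about 0.9% in these data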;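 further: 0% = DMSO-only wells and 100% = 3 µM delta7-dafachronic acid wells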
Rev-erbA mod: modulators of human Rev-erb alpha DNA binding; P20393; Rev-erbα–FITC-DNA binding, fluorescence polarization, 90 min; activity, % at 10 µM; 370,000 tested, 0.79% active; AID 1259318;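 active means activity above about 14%, limit read from the data; passing the limit was not always enough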;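 further: 0% = DMSO wells with 35 nM protein and 100% = DMSO wells with 750 nM protein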
PLCb3 inh: PLC-beta3 (human) inhibition, primary screen | Q01970 | Purified PLC-beta3, fluorogenic substrate, fluorescence | inhibition, % at 12.2 µM | 370,000 tested, 0.18% active | AID 720704; in the data active means inhibition above about 11%;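 further: 0% = median of compound wells on plate and 100% = full blocker control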
ADAM17 inh: ADAM17 inhibition, QFRET primary screen. P78536. AID 720648. recombinant ADAM17, EDANS/DABCYL FRET peptide cleavage. 370,000 tested, 0.83% active. inhibition, % at 6.95 µM;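 active means inhibition above the mean of compounds lying between control limits plus 3 SD, set per campaign, cut at about 8.5% in these data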;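 further: 0% = DMSO-only wells as the low control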
SMARCA2 act: increases SMARCA2 function in MMTV reporter cells; MG213 cells, MMTV-luciferase reporter, dexamethasone, overnight; activation, % at 9.1 µM; 370,000 tested, 1% active; in the data active means activation above about 7.8%;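 further: 0% = vehicle wells and 100% = reference activator wells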
hgDAF-12 ag: activates the H. glycines DAF-12 receptor ligand-binding domain. 370,000 tested, 1.8% active. activation, % at 6.8 µM. HEK293 GAL4-hgDAF12 UAS-luciferase reporter, agonist luminescence; normalized to butyrate control;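 active means activation above a cutoff set at the mean of all screened compounds plus 3 SD, cut at about 10% in these data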;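 further: 0% = DMSO wells and 100% = sodium butyrate wells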
* = called active by the depositor; i = inactive; · = not tested or not shown.

item	SMILES	MBD2 inh	DAX1 inh-1	hcDAF12 agonist	DAX1 inh-2	PLCg1 inh	ssDAF-12 act	Rev-erbA mod	PLCb3 inh	ADAM17 inh	SMARCA2 act	hgDAF-12 ag
1	CCN(CC)S(=O)(=O)c1ccc(N2CCN(S(=O)(=O)c3ccc4c(c3)OCCO4)CC2)nc1	0	0.1	-2.2	-1.2	2	-1.1	-5	-1	-2	-2	0.2
2	O=C(Cc1ccc(NC(=O)C2CCN(C(=O)c3ccccc3)CC2)cc1)Nc1ccc(C(=O)N2CCOCC2)cc1	-6	0.1	-1.7	0.0	3	-0.4	-7	3	6	-5	0.4
3	CCOC(=O)C1=C(COC(=O)C(C)(C)Oc2ccc(Cl)cc2)NC(=O)NC1C (stereo not drawn)	0	0.1	-0.2	-0.8	1	-0.9	0	0	-2	1	2.4
4	Cc1c(NC(=S)NC(=O)CCc2ccccc2)c(=O)n(-c2ccccc2)n1C	-4	-0.9	0.0	0.0	-4	-1.4	2	-4	-4	-2	-2.7
5	CC(C)c1ccc(CSc2ccc(S(=O)(=O)N3CCOCC3)cn2)cc1	1	-0.8	-0.9	-0.3	3	-0.1	3	-4	-1	5	0.1
6	CCC1CCCCN1CCCNC(=O)c1ccc2c(=O)n(Cc3ccc(OC)cc3)c(=O)[nH]c2c1 (stereo not drawn)	3	0.3	-2.6	0.9	-23	-0.9	-6	-29	-8	-1	0.4
7	O=C(NC(=S)NNC(=O)c1ccccc1F)c1cccnc1	6	-0.2	2.7	·	-2	-0.8	-4	-8	-3	-2	1.0
8	N/C(=N\OC(=O)c1ccco1)c1cccnc1	8	0.4	-0.1	1.4	-2	-0.7	-4	0	-1	1	6.2
9	Cc1ccc(NC2CCCN(C(=O)CCC(=O)c3ccccc3)C2)cc1C (stereo not drawn)	1	-0.3	-0.9	-0.3	0	-1.2	-6	-4	0	0	2.0
10	COC(=O)C1=C/CCCN(C(c2ccccc2)c2ccccc2)/C=C\1C(=O)OC	5	2.5	-0.5	-1.1	4	-1.2	3	-9	5	-8	-1.9
11	COc1ccc(/C=N/NC(=O)C2c3ccccc3-c3ccccc32)cc1	0	0.3	0.1	0.4	-4	-0.3	1	-2	-1	-4	0.0
12	O=C(CCN1CCc2ccccc2C1)Nc1ccc(F)c(F)c1	-2	-0.5	0.1	-2.2	2	-1.3	-5	-5	-3	-3	0.5
13	Fc1ccc(Cn2ccc3ccc(-c4ccc5ccn(Cc6ccccc6)c5c4)cc32)cc1	0	-1.5	2.2	·	-67	-0.3	0	-87	-26	-1	-0.7
14	O=C(O)c1cccc(COc2cccc3ccccc23)c1	-4	3.4	9.1*	-4.0	-1	1.3*	-6	-8	1	6	13*
15	Cc1cc(C)n(CCC(=O)N/N=C/c2cccc([N+](=O)[O-])c2)n1	-3	0.3	-1.2	-1.1	3	-1.6	-5	-4	-4	-3	-1.3
16	CCOC(=O)c1c(C)cccc1OCC(N)=O	2	-0.4	0.3	0.4	-5	-0.2	-2	-3	-3	2	-0.6
17	COc1ccccc1-c1cc(C(=O)NCCCN2CCOCC2)no1	1	0.3	-0.5	-1.6	-11	-0.4	-5	-14	-3	-1	1.2
18	O=C(C1CCCO1)N1CCN(C(=S)NC2CC2)CC1 (stereo not drawn)	1	-0.2	-0.6	-1.3	-1	-1.3	-2	-1	-4	-3	-0.2
19	CN(C)CCNC(=O)c1scc2c1CCCC2	2	0.5	0.3	1.1	8	0.6	2	-31	2	-1	-1.3
20	CCCCn1nc(NS(=O)(=O)c2cccc3nonc23)c2cc3cccc(C)c3nc21	-3	2.0	1.8	1.2	2	-1.3	-2	-5	6	1	2.7
21	COc1ccc(-c2noc(Cc3ccccc3OC)n2)cc1	0	0.0	-0.6	-0.1	1	-1.2	1	0	1	1	2.7
22	Cc1ccc(C(C(=O)NC2CCCCC2)N(C(=O)c2csnn2)C2CC2)o1 (stereo not drawn)	1	-0.8	-0.5	0.9	2	-1.2	-2	3	1	2	0.5
23	Cc1ccc(C)c(Nc2nc3c(S(=O)(=O)c4ccccc4)nnn3c3ccccc23)c1	1	-0.3	3.1	1.7	-1	-1.2	63*	-3	-1	-1	-2.4
24	Cc1cc(C)cc(C(=O)NCCCN2CCOCC2)c1	4	0.1	0.3	3.6	1	-0.4	4	7	-3	-4	1.7
25	Cc1cccc(NC(=O)c2cc3ccccc3oc2=O)c1	1	1.3	4.0	4.3*	1	0.1	3	-5	2	4	11*
26	CN(C)NC(=S)NC1CCS(=O)(=O)C1 (stereo not drawn)	0	0.6	2.3	1.6	-1	-1.3	3	-8	-3	0	-1.7
27	N#C/C(=C/N1CCOCC1)c1ccccc1	2	-1.2	1.0	0.8	-1	-0.4	7	-1	-6	1	1.4
28	COCCn1nnnc1C(c1ccc2ncccc2c1)N1CCN(c2ccccc2F)CC1 (stereo not drawn)	0	1.3	-1.9	-0.9	-2	-1.2	3	-1	-3	-3	-1.0
29	COc1cc(-c2nnc(SCC#CCO)o2)cc(OC)c1OC	-7	-0.1	-1.4	1.9	3	-1.5	-2	3	0	0	0.7
30	Cc1ccnc(NC(=O)CNC(=O)c2ccccc2Br)c1	-6	5.0*	1.7	0.8	5	-0.5	-6	-3	1	1	7.1

Among those listed so far, these contain a furan ring, fused or not.
item	SMILES	MBD2 inh	DAX1 inh-1	hcDAF12 agonist	DAX1 inh-2	PLCg1 inh	ssDAF-12 act	Rev-erbA mod	PLCb3 inh	ADAM17 inh	SMARCA2 act	hgDAF-12 ag
8	N/C(=N\OC(=O)c1ccco1)c1cccnc1	8	0.4	-0.1	1.4	-2	-0.7	-4	0	-1	1	6.2
22	Cc1ccc(C(C(=O)NC2CCCCC2)N(C(=O)c2csnn2)C2CC2)o1 (stereo not drawn)	1	-0.8	-0.5	0.9	2	-1.2	-2	3	1	2	0.5

(further entries)
item	SMILES	MBD2 inh	DAX1 inh-1	hcDAF12 agonist	DAX1 inh-2	PLCg1 inh	ssDAF-12 act	Rev-erbA mod	PLCb3 inh	ADAM17 inh	SMARCA2 act	hgDAF-12 ag
31	CN(C(=O)c1cccc(NC(=O)Cc2ccc([N+](=O)[O-])cc2)c1)C1CCCCC1	1	-1.1	-2.1	-1.3	3	-1.8	-1	4	1	-3	-4.9
32	O=C(N/N=C1\CC2CC=CC12)c1ccc(COc2ccccc2)cc1 (stereo not drawn)	-7	-0.6	-1.5	1.3	-4	-0.5	1	-3	-1	-1	-0.4
33	Cc1ccccc1N(CC(=O)N1CCCC1)S(=O)(=O)c1ccc(Cl)cc1	1	0.9	0.5	-0.3	0	-0.8	3	-5	-1	-1	0.3
34	C1CCC(C23CC4CC(CC(C4)C2)C3)NC1 (stereo not drawn)	4	-0.6	-1.9	2.2	-2	-1.2	-2	-1	-5	-1	-1.8
35	COc1ccc(C(=O)NCCCNC(=O)c2cnccn2)cc1Br	0	0.0	-0.4	0.8	0	-0.9	4	-4	-1	0	-0.9
36	Cc1ccc(C(=O)NC2CCCCNC2=O)cc1C (stereo not drawn)	3	0.9	0.8	3.5	0	-1.7	5	-6	-1	3	2.6
37	Cc1cc(=O)n2c(c1C#N)SC1CCCCC12O (stereo not drawn)	-7	-0.1	-1.9	0.8	0	-1.4	2	-1	-3	0	-0.6
38	CCOC1CCCc2oc(-c3ccc(OC)cc3)c(C(=O)NCCCCO)c21 (stereo not drawn)	2	-0.3	0.1	·	-60	-1.1	-3	-88	-76	-6	-0.4
39	O=C(Cc1ccc([N+](=O)[O-])cc1)Nc1cc(C(F)(F)F)cc(C(F)(F)F)c1	-2	0.2	-1.0	1.3	-2	-1.6	2	-1	-3	-3	-3.0
40	Cc1ccc(-c2nc(CS(=O)CC(=O)NCc3ccco3)c(C)o2)cc1 (stereo not drawn)	-2	-0.5	-1.3	0.1	-2	-0.9	-2	-9	0	-3	-2.8
41	O=C(COC(=O)c1cccs1)Nc1cccc(Cl)c1	5	-0.4	-2.2	-0.2	5	-1.3	0	-4	-3	-4	-0.9
42	Cc1cc(/C=N\NC(=O)CC(=O)NC2CCCCC2)c(C)n1-c1cccc(Cl)c1Cl	0	-0.3	-1.9	-1.7	-6	-1.2	1	-9	-3	0	1.3
43	CCCCCCCCN1C(=O)N2Cc3cc(OC)ccc3C2CS1(=O)=O (stereo not drawn)	-3	-1.1	0.8	·	0	-1.2	-10	3	0	-3	-2.2
44	NC(=O)C1CC(=O)N(c2ccc(OCc3ccccc3Cl)cc2)C1 (stereo not drawn)	2	0.4	7.3*	-1.0	0	0.0	9	0	1	2	5.6
45	CC1=CCC2C(=O)N(c3ccccc3OC(=O)c3ccccc3F)C(=O)C2C1 (stereo not drawn)	0	-0.2	1.0	1.1	2	0.2	-6	2	-6	-4	0.8
46	CCOc1ccc(N(C)S(=O)(=O)c2ccc(-c3cc(C)no3)s2)cc1	-7	-5.2	-0.9	-0.9	2	-1.8	1	-4	7	-3	0.7
47	CCCCCC(=O)OC(CN1CCCCC1)CN1CCCC1=O (stereo not drawn)	2	-0.9	-1.1	1.7	2	-0.9	0	-1	-6	2	-1.9
48	Cc1ccc(S(=O)(=O)NCC(=O)NCC(=O)OC(C(=O)NC(N)=O)C(C)C)cc1C (stereo not drawn)	-1	0.6	2.3	0.6	2	-1.2	-5	-8	-6	1	3.0
49	CN(C)Cc1c(O)ccc2oc(Cc3ccccc3)cc12	1	-0.8	-1.6	-0.7	-3	-0.7	0	0	-2	-3	-1.2
50	O=C(COc1ccccc1-c1ccccc1)Nc1ccc(S(=O)(=O)NCc2ccco2)cc1	-4	-1.3	-1.1	-0.1	2	-1.0	-2	-3	-4	-3	-1.3
51	C[C@@H]1CN([C@@H](C)CO)C(=O)CCCn2cc(nn2)CO[C@H]1CN(C)C(=O)Nc1ccccc1	-3	1.1	-0.2	·	1	-0.6	4	2	-3	-4	-0.6
52	CCOC(=O)Nc1cc(C)c(Cl)cc1OC	6	-0.5	-2.1	0.3	-1	-1.0	8	-2	-12	-2	0.8
53	CSc1ccc(CN(C)CC(=O)NC(C)c2ccccc2)cc1 (stereo not drawn)	19*	-1.2	0.5	0.8	2	-1.8	1	-8	-5	-3	-0.1
54	COc1ccc(/C=C/C(=O)OCC(=O)NC2CCCCC2C)c(OC)c1 (stereo not drawn)	-1	-0.3	1.0	-1.0	-1	-0.9	-2	-3	-3	-1	0.2
55	COc1ccc(CCN(C)C(=O)c2ccc(C)c(S(=O)(=O)N3CCCCC3)c2)cc1OC	-6	-2.2	-1.6	-0.5	-1	-1.1	-1	-3	2	-2	0.5
56	COc1cc(/C=C/C(=O)OCC(=O)Nc2cc(C)on2)ccc1OCC#N	-5	0.1	-0.8	-0.7	-8	-0.7	3	-7	-4	1	0.5
57	CCOCCCn1c(=NC(=O)c2cccs2)c(C#N)cc2c(=O)n3ccccc3nc21	-6	-0.3	-0.8	1.0	i	-1.6	1	i	i	-1	2.1
58	COc1cc(OC)c2c(=O)c3c(C(=O)O)c(O)ccc3oc2c1	-1	-3.4	-1.4	·	-74	-0.9	-3	-102	-9	-1	-6.0
59	COc1ccc(S(=O)(=O)/C(C#N)=C/Nc2ccccc2F)cc1	-1	-0.2	-1.3	1.1	2	-0.6	0	-3	3	-1	1.3
60	Cc1csc(NC(=O)C2CCCCN2S(=O)(=O)c2ccccc2)n1 (stereo not drawn)	2	-0.3	-0.2	-0.5	-1	-1.6	-1	-7	-3	-1	2.2
